EPAC2 ag: EPAC2 (human) agonism; hit rate 0.079% among 360,000; EPAC2 activation, biochemical qHTS; response scale: 100% = 6.5 mM cAMP response; Q8WZA2; Potency, µM (titrated, usually from 154 µM), without a hit: top-dose activation, actives largely listed as activators; further: potency means the concentration at half of the fitted maximal effect; nearly all actives have a fitted effect of over 50% in size
Target sequence (Q8WZA2 whole entry, looked up): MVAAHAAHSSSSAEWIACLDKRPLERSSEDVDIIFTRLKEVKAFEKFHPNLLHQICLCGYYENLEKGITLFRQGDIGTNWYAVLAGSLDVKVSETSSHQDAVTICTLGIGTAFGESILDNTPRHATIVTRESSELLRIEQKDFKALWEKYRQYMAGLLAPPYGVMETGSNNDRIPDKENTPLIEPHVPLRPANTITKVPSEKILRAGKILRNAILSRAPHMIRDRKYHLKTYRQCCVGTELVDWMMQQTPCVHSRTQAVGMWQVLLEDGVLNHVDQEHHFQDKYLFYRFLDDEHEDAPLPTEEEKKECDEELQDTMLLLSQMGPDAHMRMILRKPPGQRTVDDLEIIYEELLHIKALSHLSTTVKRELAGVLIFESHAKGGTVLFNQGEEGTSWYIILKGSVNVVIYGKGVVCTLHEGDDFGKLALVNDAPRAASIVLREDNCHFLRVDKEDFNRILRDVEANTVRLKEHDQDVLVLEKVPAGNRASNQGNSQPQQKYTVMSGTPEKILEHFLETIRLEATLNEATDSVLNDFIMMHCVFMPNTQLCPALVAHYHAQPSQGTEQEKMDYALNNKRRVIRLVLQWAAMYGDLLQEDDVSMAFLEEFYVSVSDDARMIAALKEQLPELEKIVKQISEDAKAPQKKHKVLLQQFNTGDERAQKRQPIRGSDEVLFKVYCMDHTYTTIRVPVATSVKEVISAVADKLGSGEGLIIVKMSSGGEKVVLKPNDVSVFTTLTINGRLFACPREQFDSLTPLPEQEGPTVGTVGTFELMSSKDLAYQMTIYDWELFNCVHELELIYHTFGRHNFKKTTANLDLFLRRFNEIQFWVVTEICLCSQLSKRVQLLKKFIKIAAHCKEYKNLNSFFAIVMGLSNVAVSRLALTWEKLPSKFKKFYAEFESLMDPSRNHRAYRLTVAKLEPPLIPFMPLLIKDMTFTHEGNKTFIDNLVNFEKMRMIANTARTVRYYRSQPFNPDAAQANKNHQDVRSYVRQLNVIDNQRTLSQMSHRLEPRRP
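qHTS, titration series. 100 nM EPAC2 / 250 nM Rap1B-BODIPY-GDP / 50 uM GDP; RT; ex 480/em 540 nm, 5-min reads to 30 min. Norm. to 6.5 mM cAMP = activation.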
EPAC2 antag: blocks human EPAC2 exchange factor | Q8WZA2 | EPAC2 GEF exchange of Rap1B-BODIPY-GDP, fluorescence | Potency, µM (titrated, usually from 114 µM), for the others: top-dose activity, negative = inhibition, actives largely listed as inhibitors | hit rate 0.18% among 360,000; further: potency means the concentration at half of the fitted maximal effect; on the % scale 0 is the no-effect control and ±100 the full control effect; nearly all actives have a fitted effect of over 45% in size; many of its hits are not listed in these tables
A549 tox: A549 cytotoxicity, counter-screen for Nrf2 inhibitors. AID 504648. hit rate 0.16% among 390,000. A549 ARE-Fluc cells, CellTiter-Fluor viability, 18-24 h. Potency, µM (highest dose often 46 µM), for inactives: top-dose activity change, negative = cytotoxicity, most hits filed as inhibitors; further: potency means the concentration at half of the fitted maximal effect; on the % scale 0 is the no-effect control and ±100 the full control effect
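A549 ARE_Fluc cells in 5% FBS OPTI-MEM were exposed to compounds in concentration-response for 18-24 h at 37 deg C. Viability was read by CellTiter-Fluor fluorescence (Ex 405/Em 525) after 30 min, before the luciferase read.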
Nrf2 block: blocks Nrf2 signaling; A549 ARE-Fluc reporter, luciferase luminescence, 18-24 h; Potency, µM (highest dose often 46 µM), inactives show at the highest dose activity change, negative = inhibition, hits mostly inhibitors; hit rate 2.1% among 360,000; further: potency means the concentration at half of the fitted maximal effect; on the % scale 0 is the no-effect control and ±100 the full control effect; nearly all actives have a fitted effect of over 60% in size
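Two sequential reads on A549 ARE_Fluc cells exposed to compound for 18-24 h: a CellTiter-Fluor fluorescence read for viability, then a luciferase luminescence read for Nrf2/ARE activity.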
TGFb SMAD3 inh: blocks TGF-b signaling | AID 588855 | hit rate 1.2% among 410,000 | HepG2 CAGA-GFP TGF-b/SMAD3 reporter, GFP fluorescence, 18 h; TGF-beta stimulated, 500 pg/mL final | Potency, µM (highest dose often 46.1 µM), for inactives: top-dose activity, negative = inhibition, hits mostly inhibitors; further: potency means the concentration at half of the fitted maximal effect; on the % scale 0 is the no-effect control and ±100 the full control effect; nearly all actives have a fitted effect of over 65% in size
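Per well, imaged GFP fluorescence of HEPG2 CAGA-GFP cells gives the signal; cells get compound, then TGF-beta (500 pg/mL final), 18 h at 37 degrees C; %Activity versus -TGF-beta and +DMSO controls.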
MmCpn inh: blocks the Methanococcus maripaludis chaperonin Mm-Cpn; purified Mm-Cpn ATPase, ADP Transcreener TR-FRET; Potency, µM (titrated, usually from 76.9 µM), inactives show top-dose activity, negative = inhibition, most hits filed as inhibitors; hit rate 0.031% among 330,000; AID 504842; further: potency means the concentration at half of the fitted maximal effect; on the % scale 0 is the no-effect control and ±100 the full control effect; nearly all actives have a fitted effect of over 80% in size
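Measured: ADP formation by purified Mm-CPN. Conditions: 25 nM protein, 10 uM ATP, Tris pH 7.4 with Mg2+, K+ and DTT, 37°C for 30 min. Detection: Transcreener HTRF after 30 min at room temperature.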
pAkt inh: blocks phosphorylation of Akt; Neuro2A IGF-stimulated pAkt S473 HTRF, 20 min; hits give low values; activity change, % for hits at 50 µM; hit rate 0.32% among 360,000; in the data active means activity change below about -80%; inconclusive means mostly about -51% to -80%; further: on the % scale 0 is the no-effect control and ±100 the full control effect
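Single-point screen (50 µM final compound) in Neuro2A cells stimulated 20 min with 6 nM IGF at 37 deg C. After lysis, Ser473-phosphorylated Akt read by HTRF (ex 330 nm, em 615/665 nm) as the 665/615 ratio.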
CCT modulator: modulators of cytosolic chaperonin (CCT/TRiC) activity; purified chaperonin ATPase assay, HTRF ADP detection, 30 min; activity change, % (no concentration beside the values), hits read low; hit rate 0.3% among 360,000; in the data active means activity change below about -30%; further: on the % scale 0 is the no-effect control and ±100 the full control effect
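ATPase activity: ADP formed was measured by HTRF Transcreener (665/615 nm ratio) after 30 min at 37 deg C with 10 uM ATP. Compounds screened at one 76 uM concentration against 40 or 20 nM TRiC in Tris pH 7.4/KCl/MgCl2/DTT buffer.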
Nrf2 activator: activates Nrf2 signaling | AREc32 ARE-luciferase reporter (MCF7-derived line), luminescence, 24 h | Potency, µM (doses to about 46.1 µM), for inactives: at the highest dose activation, usual class: activators | hit rate 0.31% among 410,000 | AID 624171; further: potency means the concentration at half of the fitted maximal effect; % of control where 0% means no effect; nearly all actives have a fitted effect of over 65% in size
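For detection, Steady-Glo was added and plates sat 30 min at RT; before that, AREc32_Fluc cells grown overnight in OPTI-MEM/5% FBS had been treated with 23 nL compound for 24 hr at 37 deg C.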
* marks the source's active call; other numbers are inactive results; i = inactive; ? = inconclusive; . = not tested or not shown; [ ] = remark or other dose. Unless noted, the call rests on the fitted dose curve; in most records, active means well fitted curve in the direction sought with a large enough effect; inconclusive means small, poorly fitted or top-dose-only effect, or another doubt; inactive means no such curve, though single readings can be large; an effect the other way counts as inactive or inconclusive. An excerpt (hit frequency here may not be typical).

SMILES | EPAC2 ag | EPAC2 antag | A549 tox | Nrf2 block | TGFb SMAD3 inh | MmCpn inh | pAkt inh | CCT modulator | Nrf2 activator
CCOC(=O)N1CCN(Cc2nc3cc(NC(=O)C(C)C)ccc3n2CC)CC1 | 4% | 3% | 4% | -29% | -11% | 0% | i | -0.1 | -0.1%
Cn1c(NC(=O)C[n+]2cc(-c3ccc(Cl)cc3)n3c2CCC3)cc(=O)n(C)c1=O | -5% | 21% | 0% | 17% | -1% | 1% | i | -0.8 | 0.1%
COc1ccc(CCN(C)Cc2ccc(OCc3ccccc3)c(OC)c2)cc1OC | 12% | -5% | ? | -3% | 4% | 0% | i | 1.9 | 2.4%
S=C(Nc1ccc2nccnc2c1)N1CCOCC1 | 8% | -2% | 15% | -3% | -5% | 1% | i | -2.8 | -0.3%
O=C1CC(N2CCN(c3cccc(C(F)(F)F)c3)CC2)C(=O)N1c1ccccc1F (centres undefined) | -2% | 2%[57.1 µM] | -1% | -12% | 0% | -1% | i | -0.8 | 2.7%
COc1ccccc1C(=O)COC(=O)COc1ccc(C#N)cc1 | 6% | 0% | -1% | -10% | ? | -17% | i | -3.7 | -0.2%
Cc1cc(NC(=O)CCC(=O)N(c2ccccc2C)C(C(=O)NC2CCCC2)c2ccccc2)no1 (centres undefined) | 6% | -26% | -11% | -13% | -9% | -2% | i | -0.6 | -0.4%
O=C(Nc1cccc(-c2ccc(N3CCCCC3)nn2)c1)C(F)(F)F | -4% | -14% | 2% | ? | 16% | 0% | i | -0.1 | -3.7%
Cc1c(Cl)cccc1NC(=S)NC(=O)c1cncc(Br)c1 | 27% | 5% | 5% | 3% | -16% | . | i | -2.9 | 1.5%
O=C1NC(=S)N/C1=C/c1cccc([N+](=O)[O-])c1 | 9% | 8% | -4% | 0% | -22% | 0% | i | -2.0 | ?
CCOC(=O)c1cccc(N2C(N)=NC(N)=NC2(C)C)c1 | 3% | 0% | -6% | . | 0% | 1% | i | 1.1 | -0.5%
COc1cc(NC(=O)CCCNC(=O)c2ccc(Cl)cc2)cc(OC)c1OC | 7% | -14% | 16% | -21% | -7% | 0% | i | -0.3 | 0.5%
CC12CCC(O)CC1=CCC1C2CCC2(C)c3[nH]ncc3CC12 (centres undefined) | 12% | -13% | 3% | -1% | ? | . | i | -1.8 | 3.2%
S=C(NCc1cccs1)Nc1ccccc1Cl | 8% | 8% | 12% | 2% | -17% | -2% | i | -1.3 | 3.6%
COc1ccc(OCCC(=O)OCC(=O)Nc2cccc(S(=O)(=O)N3CCCCC3)c2)cc1 | 10% | -3% | -3% | -1% | 16% | 2% | i | -1.1 | 5.3%

Three entries from above, set out differently:
Fields: EPAC2 ag	EPAC2 antag	A549 tox	Nrf2 block	TGFb SMAD3 inh	MmCpn inh	pAkt inh	CCT modulator	Nrf2 activator
> CCOC(=O)N1CCN(Cc2nc3cc(NC(=O)C(C)C)ccc3n2CC)CC1
    4%	3%	4%	-29%	-11%	0%	i	-0.1	-0.1%
> Cn1c(NC(=O)C[n+]2cc(-c3ccc(Cl)cc3)n3c2CCC3)cc(=O)n(C)c1=O
    -5%	21%	0%	17%	-1%	1%	i	-0.8	0.1%
> COc1ccc(CCN(C)Cc2ccc(OCc3ccccc3)c(OC)c2)cc1OC
    12%	-5%	?	-3%	4%	0%	i	1.9	2.4%

Additional entries:
SMILES | EPAC2 ag | EPAC2 antag | A549 tox | Nrf2 block | TGFb SMAD3 inh | MmCpn inh | pAkt inh | CCT modulator | Nrf2 activator
COC(=O)C1=C(N)Oc2cc(C)oc(=O)c2C1c1cccnc1 (centres undefined) | -6% | -1% | -8% | 17% | -4% | -1% | i | -0.5 | 0.1%
COCC(=O)Nc1ccccc1C(=O)NC(C)C | 0% | 0% | -1% | 14% | -20% | 1% | i | -3.0 | 0.0%
COc1ccc(-c2nnc(OC)c3ccccc23)cc1 | 2% | -9% | ? | 0% | 1% | 1% | i | 0.9 | 4.2%
COc1ccccc1N1C(=NC(=O)C(C)Oc2ccccc2)SC2CS(=O)(=O)CC21 (centres undefined) | 10% | 1% | 3% | -7% | -6% | 2% | i | -2.0 | -1.1%
COc1ccc(S(=O)(=O)N2CCOCC2)cc1NC(=O)CSc1nnnn1C1CC1 | 3% | 7% | -1% | 0% | -2% | -1% | i | -1.4 | -0.3%
C=CCOc1c(Br)cc(/C=N/NC(=O)Cc2ccc(C(F)(F)F)cc2[N+](=O)[O-])cc1OC | 1% | -5% | -12% | ? | 1% | 0% | i | -0.6 | -0.5%
COc1ccc(N2CCN(C(=O)CN(C)S(=O)(=O)c3cnc[nH]3)CC2)cc1 | -10% | -2% | 1% | 6% | 8% | 0% | i | -0.3 | 0.0%
COc1ccc(C(=O)/C=C/c2ccc(OC3CSC3)cc2)cc1 | 8% | 11% | -2% | -19% | ? | -1% | i | -2.9 | ?
Cn1nc(C(F)(F)F)c(-c2cccc(C(F)(F)F)c2)c1NC(=O)Nc1ccc(F)cc1 | -5% | -8% | -10% | ? | -21% | 0% | i | -2.2 | -0.5%
COc1ccc(/C=C/C(=O)NC(=S)Nc2ccc(S(=O)(=O)N=C(N)N)cc2)cc1OC | 16% | -4% | -4% | 4% | 6% | 1% | i | -3.2 | -0.4%
CNc1oc(Cc2ccccc2)nc1S(=O)(=O)c1ccccc1 | 8% | 5% | -1% | -7% | ? | -1% | i | -1.0 | -0.4%
O=[N+]([O-])c1ccc(Cl)c(S(=O)(=O)Nc2cccc(S(=O)(=O)NC3=NCCC3)c2)c1 | 5% | 4% | 1% | 23% | 10% | -1% | i | 1.4 | 8.0%
COC(=O)[C@@]12CCCN1[C@H](c1ccc(-c3ccc4c(c3)OCO4)cc1)[C@H]1C(=O)N(C)C(=O)[C@H]12 | 9% | 1% | 2% | 1% | -10% | 2% | i | 0.6 | 0.5%
Cc1ccc(-n2c(=O)cc(N3CCCCCC3)[nH]c2=O)cc1 | 12% | 9% | 0% | -1% | -4% | 1% | i | 0.3 | 3.6%
Cc1cccc(NC(=O)CSc2nc3ccccc3c(=O)n2C)c1C | -12% | 5% | . | . | -4% | . | i | 0.5 | -0.7%
COc1ccc(OC2CCN(S(=O)(=O)c3ccc(C(C)=O)cc3)CC2)cc1 | 9% | -15% | -2% | 21µM* | -13% | -4% | i | -2.0 | -0.6%
CCOc1ccc(N2C(=O)/C(=C/c3cccs3)N(C)C2=S)cc1 | -1% | 23% | 1% | -14% | -1% | -1% | i | -1.7 | 7.3%
COc1cccc(C2c3[nH]c4ccccc4c3CCN2CCCn2cccn2)c1 (centres undefined) | 15% | -10% | -6% | -5% | 22% | -2% | i | 1.3 | 5.6%
O=C(CCNS(=O)(=O)c1ccccc1)NNC(=O)COc1ccccc1F | 5% | 10% | -2% | 9% | 0% | 2% | i | -1.3 | -0.2%
Cc1ccc(F)cc1NC(=O)c1c(-c2ccccc2)noc1C | 2% | -2% | 10% | 8% | ? | -1% | i | -2.1 | 0.5%
COc1ccccc1NC(=O)Cc1nnc(SCC(=O)NC2CCCC2)n1C | 13% | 3% | -3% | 12% | 0% | 0% | i | -1.7 | 2.2%
Cc1cccc(NC(=O)CSc2ccc(-c3ccccn3)nn2)c1C | -3% | -2% | -8% | -3% | ? | 1% | i | -2.6 | 0.3%
Fc1cccc(NC(=S)Nc2ccc(Br)cc2)c1 | 20% | -8% | -6% | ? | ? | -1% | i | -1.2 | 3.6%
CCn1cc(S(=O)(=O)c2ccccc2)c(=O)c2cc(C)ccc21 | . | . | 12% | -26% | -10% | . | . | . | 0.2%
CC(=O)OCC(=O)Nc1ccc(SC(F)F)cc1 | 1% | -2% | 0% | 2% | -8% | 0% | i | 0.2 | 6.2%
O=C(NC(NC(=O)c1ccccc1)c1cccc([N+](=O)[O-])c1)c1ccccc1 | -2% | 13% | -2% | 11% | 7% | -1% | i | -2.4 | -0.4%
Cc1c(Br)c([N+](=O)[O-])nn1C(C)C(=O)Nc1nccs1 (centres undefined) | 0% | -3% | -9% | -12% | -28% | 0% | -109%* | -1.2 | 1.8%
CCCC(=O)Nc1cc(C(=O)O)ccc1S(=O)(=O)c1ccc(Cl)cc1 | 6% | 11% | -1% | 2% | -14% | 1% | i | 0.2 | -0.2%
CC(/C=C/c1ccc2c(c1)OCO2)=N\NC(=O)COc1ccccc1C | 2% | -3%[57.1 µM] | 5% | 1% | 6% | 2% | i | -1.6 | 0.5%
COc1ccc(N2CC(C(=O)Nc3ccccc3C(=O)NC3CC3)CC2=O)cc1 (centres undefined) | 7% | 10% | -1% | 7% | -5% | -6% | i | 1.1 | -0.4%
O=C(Nc1ccc(OC(=O)c2ccccc2)c(-c2nc3ccccc3s2)c1)c1ccccc1 | -4% | 12% | -19% | ? | -4% | -2% | i | -0.7 | 5.8%
COc1ccccc1NC(=O)C(=O)c1cn(CC(=O)N2CCCC2)c2ccccc12 | 11% | 0% | -11% | ? | -2% | -3% | i | -1.4 | 4.6%
O=C(OCc1ccc(F)cc1Cl)c1ccccn1 | -4% | 12% | -16%[1.84 µM] | 11% | -3% | -1% | i | -1.1 | -0.1%
Cc1cc(C)c(NC(=O)CC(=O)c2ccccc2)c(Cl)c1 | 5% | 8% | 1% | 20% | 22% | 5% | i | -0.5 | 0.6%
CC(O)Cn1ccccc1=N (centres undefined) | 6% | 3% | 3% | 9% | 14% | -1% | i | -1.8 | -1.1%
O=C(COC(=O)/C=C/c1cccc(Br)c1)NC1CC1 | 5% | 3% | 4% | ? | 4% | 2% | i | 0.0 | 0.3%
COC(=O)c1ccc(N2CCN(CC(=O)c3ccc(C)cc3)CC2)c([N+](=O)[O-])c1 | 1% | -3% | 26% | 29% | -9% | . | i | 2.0 | 4.6%
CCOc1ccc(C2C(C(=O)/C=C/c3ccco3)=C(O)C(=O)N2CCN2CCOCC2)cc1OC (centres undefined) | 5% | 9% | ? | ? | -1% | 2% | i | -0.2 | 2.6%

Screening results (PubChem BioAssay)
